Bioassay records: PubChem, Vanderbilt High Throughput Screening Facility
Cav3 T inh – human Cav3.2 channel inhibition, primary screen | O95180 | Cav3.2-expressing cells, Fluo-4 calcium fluorescence FDSS; stronger effect = lower value | B-score at 10 µM | hit rate 4% among 100,000 | AID 449739;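 active = single-dose well whose peak fluorescence ratio is a statistical outlier from its plate by either plate-standardised score or position-corrected B-score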
Target sequence (O95180 whole entry, looked up): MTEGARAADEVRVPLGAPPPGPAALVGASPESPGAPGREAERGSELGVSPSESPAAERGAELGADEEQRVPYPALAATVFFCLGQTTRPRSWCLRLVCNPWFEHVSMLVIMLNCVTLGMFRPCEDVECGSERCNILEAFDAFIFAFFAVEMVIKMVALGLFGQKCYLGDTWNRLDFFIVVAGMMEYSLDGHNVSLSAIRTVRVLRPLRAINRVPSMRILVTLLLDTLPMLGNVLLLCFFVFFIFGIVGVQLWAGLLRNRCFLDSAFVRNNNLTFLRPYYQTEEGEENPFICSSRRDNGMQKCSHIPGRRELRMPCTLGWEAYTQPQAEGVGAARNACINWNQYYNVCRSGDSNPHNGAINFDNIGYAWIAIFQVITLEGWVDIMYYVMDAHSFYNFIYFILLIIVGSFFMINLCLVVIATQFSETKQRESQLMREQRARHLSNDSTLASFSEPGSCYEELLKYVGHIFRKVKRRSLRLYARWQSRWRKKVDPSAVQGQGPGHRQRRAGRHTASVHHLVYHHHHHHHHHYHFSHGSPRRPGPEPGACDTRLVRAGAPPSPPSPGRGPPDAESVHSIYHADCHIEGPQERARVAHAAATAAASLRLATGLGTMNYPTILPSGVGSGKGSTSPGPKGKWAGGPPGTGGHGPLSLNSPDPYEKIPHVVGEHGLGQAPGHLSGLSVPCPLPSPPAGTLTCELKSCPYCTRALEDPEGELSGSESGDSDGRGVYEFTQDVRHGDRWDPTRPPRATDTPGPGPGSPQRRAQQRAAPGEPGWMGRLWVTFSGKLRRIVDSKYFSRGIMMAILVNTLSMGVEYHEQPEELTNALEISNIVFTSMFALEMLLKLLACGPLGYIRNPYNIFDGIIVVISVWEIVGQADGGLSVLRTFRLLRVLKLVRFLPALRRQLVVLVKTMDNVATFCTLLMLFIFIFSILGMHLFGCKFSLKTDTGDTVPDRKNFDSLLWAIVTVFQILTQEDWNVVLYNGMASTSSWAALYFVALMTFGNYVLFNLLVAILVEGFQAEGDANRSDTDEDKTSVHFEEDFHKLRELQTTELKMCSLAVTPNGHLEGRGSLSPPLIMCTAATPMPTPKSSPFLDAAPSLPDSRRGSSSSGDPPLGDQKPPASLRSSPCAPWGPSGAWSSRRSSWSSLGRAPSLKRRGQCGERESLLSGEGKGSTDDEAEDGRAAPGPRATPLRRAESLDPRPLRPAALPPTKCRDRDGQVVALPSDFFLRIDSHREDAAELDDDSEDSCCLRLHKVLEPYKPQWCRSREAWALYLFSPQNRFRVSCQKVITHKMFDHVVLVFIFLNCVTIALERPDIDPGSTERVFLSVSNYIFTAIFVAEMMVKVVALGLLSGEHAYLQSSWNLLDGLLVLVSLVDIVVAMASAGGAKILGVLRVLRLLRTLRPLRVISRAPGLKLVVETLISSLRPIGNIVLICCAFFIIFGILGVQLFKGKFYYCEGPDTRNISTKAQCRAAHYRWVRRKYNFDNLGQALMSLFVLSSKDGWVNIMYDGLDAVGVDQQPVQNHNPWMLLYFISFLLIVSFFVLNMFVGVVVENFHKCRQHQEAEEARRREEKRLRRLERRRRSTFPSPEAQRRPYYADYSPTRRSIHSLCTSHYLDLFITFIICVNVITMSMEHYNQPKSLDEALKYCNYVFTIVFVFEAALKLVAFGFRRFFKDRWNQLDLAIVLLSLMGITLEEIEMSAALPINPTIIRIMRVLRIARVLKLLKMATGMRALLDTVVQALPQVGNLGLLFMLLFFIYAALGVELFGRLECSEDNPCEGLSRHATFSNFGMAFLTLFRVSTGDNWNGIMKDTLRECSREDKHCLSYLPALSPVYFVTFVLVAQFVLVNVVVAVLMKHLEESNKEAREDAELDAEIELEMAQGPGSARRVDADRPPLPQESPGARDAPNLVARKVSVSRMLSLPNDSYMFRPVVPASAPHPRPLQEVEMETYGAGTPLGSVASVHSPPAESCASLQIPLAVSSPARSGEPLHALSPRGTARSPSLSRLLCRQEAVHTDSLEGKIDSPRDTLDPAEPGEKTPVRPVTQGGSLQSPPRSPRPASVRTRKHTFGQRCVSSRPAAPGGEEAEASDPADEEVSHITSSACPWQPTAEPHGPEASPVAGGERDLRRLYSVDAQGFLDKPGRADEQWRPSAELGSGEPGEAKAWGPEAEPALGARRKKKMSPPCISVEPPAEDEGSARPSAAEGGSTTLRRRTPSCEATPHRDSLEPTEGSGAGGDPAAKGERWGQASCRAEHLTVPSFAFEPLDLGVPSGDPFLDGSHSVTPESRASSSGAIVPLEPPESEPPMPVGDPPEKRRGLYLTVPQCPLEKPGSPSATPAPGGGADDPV
The depositor's hits bear a star.

Cav3 T inh,SMILES
0.4,COc1ccc(NC(=O)CSc2nnc(-c3ccoc3C)n2CC2CCCO2)cc1 (stereo unspecified)
0.36,CCN1C(=O)C(O)(C2COC(C)(C)CC2=O)c2ccccc21 (stereo unspecified)
-3.8*,O=C(Cc1ccc(S(=O)(=O)N2CCCC2)s1)Nc1nc2c(s1)CCCC2
-0.0076,S=c1[nH]nc(COc2ccc(Cl)cc2)o1
-0.58,S=C1NCCc2ccc(Cl)cc2C1c1ccccc1Cl (stereo unspecified)
-0.12,COC(=O)c1[nH]c2ccc(C)cc2c1NC(=O)CN1CCC(C)CC1
-0.067,Cc1ccc(C(c2nnnn2Cc2cccs2)N2CCN(C(=O)c3ccco3)CC2)cc1 (stereo unspecified)
-0.95,COc1ccc(CNC(=O)C2CCCN(S(=O)(=O)c3cnc[nH]3)C2)cc1 (stereo unspecified)
-6.4*,Cc1cc(/C=N/NC(=O)c2cccc([N+](=O)[O-])c2)c(C)n1-c1ccc(Cl)cc1Cl
-0.75,COc1ccc(-n2cnc3sc(-c4ccccc4)cc3c2=O)cc1
0.62,Cc1cc(C)c2c(N)c(C(=O)NC3CC3)sc2n1
0.44,COc1cc(C(=O)NC2=NCCS2)ccc1OCc1c(C)noc1C
0.3,CCOc1ccc(N(CC(=O)NCCSc2ccccn2)S(C)(=O)=O)cc1
-3.5,COc1cccc(-n2c(SCC(=O)NC3CCCCC3)nc3n[nH]c(C)c3c2=N)c1
-0.6,Cn1c(=O)c2c3c(sc2n2cnnc12)CCC3
0.057,CC(=O)c1ccc(Oc2cc(C)nc(-n3nc(C)cc3C)n2)cc1

Four of these compounds, set out differently:
| smiles | Cav3 T inh |
| --- | --- |
| CCOc1ccc(N(CC(=O)NCCSc2ccccn2)S(C)(=O)=O)cc1 | 0.3 |
| COc1cccc(-n2c(SCC(=O)NC3CCCCC3)nc3n[nH]c(C)c3c2=N)c1 | -3.5 |
| Cn1c(=O)c2c3c(sc2n2cnnc12)CCC3 | -0.6 |
| CC(=O)c1ccc(Oc2cc(C)nc(-n3nc(C)cc3C)n2)cc1 | 0.057 |

Remaining list, next part.
Cav3 T inh,SMILES
1.3,CC(C)CC(NC(=O)C1CCC(C)CC1)C(=O)NCc1ccccn1 (stereo unspecified)
0.39,O=C1C(N2CCOCC2)=C(n2nnc3ccccc32)C(=O)c2ccccc21
2.3,Cn1c(SCC(=O)Nc2sccc2C#N)nnc1-c1ccccc1
2.4,O=C(CSc1nnc(-c2ccccc2)c(-c2ccccc2)n1)N1CCOCC1
1.6,CCOC(=O)C1CCN(c2ncnc3c2[nH]c2cccc(OC)c23)CC1
-0.33,CCOC(=O)CCc1c(C)c2ccc(OCC(=O)OC(C)C)cc2oc1=O
-1.3,Cc1cc([N+](=O)[O-])ccc1NC(=S)NC(=O)Cc1ccccc1
0.95,CN(c1ccc(C(=O)N2CCc3ccccc3C2)cc1)S(C)(=O)=O
-0.84,COc1ccc(NC(=O)c2nc[nH]c2C(=O)N2CCC(C)CC2)cc1
0.069,Cn1nnc(NC(=O)c2cccc(F)c2)n1
0.69,COc1ccc(OC)c(-n2c(-c3cccc(O)c3)n[nH]c2=S)c1
-1.1,CCOP(=O)(OCC)c1nc(-c2cccc3ccccc23)oc1NCc1ccccc1
-1.3,CCc1c(C)nc2cc(C)[nH]n2c1=O
0.56,COCC(=O)Nc1nc(-c2ccc(C)cc2)c(C)s1
1.4,COC(C/C=C\C(=O)COCc1ccccc1)OC
0.78,CC(=O)NCCn1c(SCC(=O)OCc2ccccc2)nc2ccccc2c1=O
-0.3,CC(C)Cc1nc2oc3c(N4CCN(C)CC4)ncnc3c2c2c1CCCC2
0.72,O=S(=O)(Nc1ccncc1Cl)c1ccccc1
-0.79,COc1ccc(-c2cc(C(F)(F)F)nc(N3CCOCC3)n2)cc1
-0.036,CCOc1ccc2nc(SCC(=O)N(C)C)[nH]c2c1
-0.84,Cc1cccc(NC(=O)COc2ccccc2)c1
0.98,Cc1csc2nnc(N)n12
-0.81,O=C(NCc1ccc(C(F)(F)F)cc1)C1CC(c2ccccc2[N+](=O)[O-])=NO1 (stereo unspecified)
-1.6,CC1CC(N(C(=O)C2CC2)c2ccccc2)c2ccccc2N1C(=O)C1CC1 (stereo unspecified)

Continued, starting with the last 6 of the part before.
Cav3 T inh,SMILES
-0.79,COc1ccc(-c2cc(C(F)(F)F)nc(N3CCOCC3)n2)cc1
-0.036,CCOc1ccc2nc(SCC(=O)N(C)C)[nH]c2c1
-0.84,Cc1cccc(NC(=O)COc2ccccc2)c1
0.98,Cc1csc2nnc(N)n12
-0.81,O=C(NCc1ccc(C(F)(F)F)cc1)C1CC(c2ccccc2[N+](=O)[O-])=NO1 (stereo unspecified)
-1.6,CC1CC(N(C(=O)C2CC2)c2ccccc2)c2ccccc2N1C(=O)C1CC1 (stereo unspecified)
-0.077,COC(=O)c1c(C)oc(C)c(C(=O)OC)c1=O
-0.29,Cc1ccc(-c2csc(NC(=O)c3cccc([N+](=O)[O-])c3)n2)cc1
-1,COc1cc(C(=O)NCc2ccc(C)cc2)ccc1OCc1c(C)noc1C
1.1,O=C(c1ccc2c3c(cccc13)C(=O)N(O)C2=O)N1CCCCC1
0.0031,O=C(c1ccco1)N1CCN(C(c2ccccc2F)c2nnnn2Cc2cccs2)CC1 (stereo unspecified)
-1.5,Cc1ccc(NC(=S)N2CCC(c3nc4ccccc4s3)CC2)cc1
0.88,Cc1cc(C(=O)CSc2nc3ccccc3c(=O)[nH]2)c(C)n1C
0.16,CCNC(=O)CCCOc1ccc(Cl)cc1Cl
-3,CCC(CC)c1nnc(NC(=O)c2cccc(S(=O)(=O)N3CCc4ccccc43)c2)s1
-2.4,CN(C(=O)C(Cl)Cl)c1ccc(OC(=O)c2ccco2)cc1
0.35,CC(NC(=O)Cn1ccsc1=N)C12CC3CC(CC(C3)C1)C2 (stereo unspecified)
-1.9,O=C(c1cccs1)N(Cc1nc2sc3c(c2c(=O)[nH]1)CCCC3)C1CCCC1
0.54,CCN1C(=O)/C(=C/c2nc3ccccc3c(=O)n2-c2ccccc2)c2ccccc21
0.021,COc1ccc(CNc2ccc(-c3ccc(OC)cc3)nn2)cc1
1.6,COc1cccc(CNC(=O)CCNS(=O)(=O)c2cccs2)c1
1.6,CCCN1CCC(=O)N(CCSc2ccc(C)cc2)CC1
-2,CCOC(=O)C1=C(C)N=C2SC(C)C(=O)N2C1c1ccc(OC(C)=O)c(OC)c1 (stereo unspecified)
-0.83,CCCN1C(=O)S/C(=C\c2ccc(N3CCOCC3)cc2C)C1=O
0.67,CN(C)S(=O)(=O)Oc1cccc(C(=O)Nc2ccc(Cl)c(Cl)c2)c1
0.92,COc1ccc(N2CSC3=C(C#N)C(c4ccc(OC)c(OC)c4)CC(=O)N3C2)c(OC)c1 (stereo unspecified)
-0.31,C=CCNC(=O)C1CC(c2cccc(OC)c2)=NO1 (stereo unspecified)
0.27,COc1ccccc1NC(=O)C(C)NS(=O)(=O)c1ccccc1 (stereo unspecified)
-1.3,CCc1cccc(NC(=O)Nc2cccs2)c1
-0.18,COC(C[C@H](O)C[C@H](O)COCc1ccccc1)OC
0.14,O=C(c1cccnc1)N1CCC(c2nc3ccccc3[nH]2)CC1
1.1,Cn1c(=O)n(C)c2cc(S(=O)(=O)Nc3ccccc3O)ccc21
-1.1,COc1ccc2c(c1)N(C(=O)CSc1n[nH]c(C)n1)C(C)(C)C=C2C
-5.1*,CCC(C)(NC(=O)c1cccc(N2C(=O)CSC2c2ccccc2)c1)C(=O)Nc1ccccc1C (stereo unspecified)
-0.29,CCOc1cc(/C=N/NC(=O)Cn2nc([N+](=O)[O-])cc2C)ccc1OCc1ccc(F)cc1
0.056,Cc1ccc(-c2n[nH]c(=O)c3ccccc23)cc1S(=O)(=O)N(C)CCO
0.47,COc1cccc(NC(=O)CSc2nc3n[nH]c(C)c3c(=N)n2-c2cccc(OC)c2)c1
0.15,CCn1c(SCC(=O)Nc2cc(F)ccc2C)nnc1-c1ccccc1O
0.44,O=C(c1cn(-c2ccccc2)nc1-c1ccccc1)N1CCOCC1
0.62,Cc1noc(C)c1S(=O)(=O)N1CCCC(C(=O)NCCC2=CCCCC2)C1 (stereo unspecified)
-0.58,C[C@H](CO)NC(=O)[C@@H]1C[C@H]1[C@@H](NP(=O)(c1ccccc1)c1ccccc1)c1ccccc1
-0.49,CN(C)S(=O)(=O)c1ccc2c(c1)C(CC(=O)O)NC2=O (stereo unspecified)
-0.9,COc1ccc(-c2nnc(Sc3nc4ccccc4o3)c3ccccc23)cc1
-1.3,Cc1cc(C)cc(-n2c(SCC(=O)NCc3ccco3)nc3ccccc3c2=O)c1
0.7,CC(=O)/C(C[N+]1(C)CCCCC1)=N\O
0.72,O=C(Nc1ccccc1)N(C1=NCCCCS1)c1ccccc1

In a second layout: results already given.
Molecule	Cav3 T inh
O=C(c1cn(-c2ccccc2)nc1-c1ccccc1)N1CCOCC1	0.44
Cc1noc(C)c1S(=O)(=O)N1CCCC(C(=O)NCCC2=CCCCC2)C1 (stereo unspecified)	0.62
C[C@H](CO)NC(=O)[C@@H]1C[C@H]1[C@@H](NP(=O)(c1ccccc1)c1ccccc1)c1ccccc1	-0.58
CN(C)S(=O)(=O)c1ccc2c(c1)C(CC(=O)O)NC2=O (stereo unspecified)	-0.49
COc1ccc(-c2nnc(Sc3nc4ccccc4o3)c3ccccc23)cc1	-0.9
Cc1cc(C)cc(-n2c(SCC(=O)NCc3ccco3)nc3ccccc3c2=O)c1	-1.3

(next part)
Cav3 T inh,SMILES
-0.33,COc1ccc2sc(C)nc2c1NC(C)=O
1.3,Cn1cccc1Cc1nnc(SCC(=O)NCC2CCCO2)n1CCc1ccccc1 (stereo unspecified)
-4.2,COc1ccc(NS(=O)(=O)c2cc(C)ccc2C)cc1
2,CCn1cc(C(=O)NCC2CCCO2)c(=O)c2cc(S(=O)(=O)N(C)C)ccc21 (stereo unspecified)
0.097,COc1ccc(C(=O)CSc2nnc(-c3ccc(C)cc3)o2)cc1
0.35,Cc1cc(C(=O)CSc2nncs2)c(C)n1-c1c(C)n(C)n(-c2ccccc2)c1=O
0.61,C=CCNc1nc(-c2ccc(O)c(C(N)=O)c2)cs1
-2,CCc1nc2ccccc2c(C(=O)OCCN2C(=O)c3ccccc3C2=O)c1C
-0.76,COc1ccc(C2CC(c3ccc(OC)cc3)n3nc(NC(=O)c4cccs4)nc3N2)cc1 (stereo unspecified)
-0.56,COc1cc(C)c(Cl)cc1S(=O)(=O)n1cnc2ccccc21
-1,COc1cccc(CNC(=O)C2=C(C)C(=O)OC23CCC(C)CC3)c1 (stereo unspecified)
0.52,c1cnc(Nc2nc(-c3ccc4ccccc4c3)cs2)nc1
0.33,O=C(CSc1nc2ccccc2s1)N1CCCCC1
0.64,COc1ccccc1NC(=O)CN(C)S(=O)(=O)c1ccc(F)cc1
-2.2,O=C(c1ccc(Cl)c(Cl)c1)N1CCC(=O)N(C(COCc2ccc(Cl)cc2)Cc2ccccc2)CC1 (stereo unspecified)
0.3,Cc1nc2nc(-c3ccccc3)[nH]n2c(=O)c1Cc1ccccc1
0.33,Cc1sc2ncnc(N3CCOCC3)c2c1C
-0.53,O=C(c1cnc2c(c1)COc1ccc(Cl)cc1-2)c1ccccc1O
-0.9,O=C(N/N=C\c1ccc(Cl)cc1)c1sccc1-n1cccc1
0.25,O=C(O)COCc1nc2ccccc2[nH]1
-4.3*,Cc1ccccc1CSCCNC(=O)CN(c1ccc2c(c1)OCO2)S(C)(=O)=O
1.7,COc1cc(C(=O)N(Cc2ccc(F)cc2)C2CCS(=O)(=O)C2)cc(OC)c1OC (stereo unspecified)
0.65,COc1ccccc1CN1CC(C(=O)NCC2CCCO2)CC1=O (stereo unspecified)
-0.073,Cc1ccc(OCCSc2ncnc3nc[nH]c23)cc1
-4,CC(C)OC(=O)CCC/C=C\C[C@@H]1[C@@H](CC[C@@H](O)CCc2ccccc2)[C@H](O)C[C@@H]1O
-0.08,COc1ccc(C2(C(=O)NC(C)C)CCCC2)cc1OC
-2.5,O=C(N/N=C/c1cccs1)C1COc2ccccc2O1 (stereo unspecified)
-5.8*,O=C(Nc1ccn(Cc2ccccc2F)n1)c1ccc(COc2ccc(Cl)cc2Cl)o1
0.014,Cc1ccc(S(=O)(=O)N2CCC(C(=O)Nc3nnc(-c4ccco4)s3)CC2)cc1
0.72,Cc1cc(C)cc(N2C(=O)C3C4C=CC(C4)C3C2=O)c1 (stereo unspecified)
-0.18,O=C(c1cc2nc(-c3ccco3)cc(C(F)(F)F)n2n1)N1CCN(c2ccccc2)CC1
0.17,CC(c1ccccc1)n1cc(C(=O)NCc2cccnc2)nn1 (stereo unspecified)
1.1,CC(=O)Nc1nonc1NC(=O)CSc1ccccn1
-2.4,Cc1ccc(S(=O)(=O)NCCc2ccccc2)cc1
1.5,CN(C)CCNC(=O)c1onc(CSc2ccc(F)c(F)c2)c1C(=O)NCCN(C)C
1.3,CCN(CC)C(=O)CSc1nnc(-c2cccc(OC)c2)o1
0.93,COc1ccc(CN2CCOCC2)cc1
0.88,CC(=O)Nc1nc(-c2ccccc2)ns1
0.25,O=C(c1ccccc1Oc1nnnn1-c1ccccc1)N1CCOCC1
-1.2,O=C(COC(=O)C1CCN(S(=O)(=O)c2cccs2)CC1)c1cc2ccccc2o1
-3,Cc1onc(-c2ccccc2Cl)c1C(=O)Nc1cccc2cccnc12
-2.8,CCc1nc(N2CCN(S(=O)(=O)c3ccc(Br)cc3)CC2)c2c(C)c(C)sc2n1
0.33,O=C(COC(=O)CCc1c[nH]c(=O)[nH]1)Nc1cccc(Cl)c1
1.4,Cc1nn(CCOc2ccccc2)c(=O)n1-c1cccc(F)c1
-0.51,Cn1cc(C[C@H](NC(=O)OC(C)(C)C)C(=O)N[C@H](CO)Cc2ccccc2)c2ccccc21
3,Cc1c(OCc2nn[nH]n2)ccc2c3c(c(=O)oc12)CCCC3
-1.4,O=C(c1ccc(Cl)c(S(=O)(=O)NCc2ccco2)c1)N1CCN(c2ccccc2F)CC1
1.9,COc1ccc(Cn2nnnc2CN2CCOCC2)cc1
-0.86,N#C/C(=C(/O)COC(=O)CCCNC(=O)c1ccc(Cl)cc1)c1nc2ccccc2[nH]1
-2.9,O=C(CNCC1CCCO1)Nc1ccccc1N1CCCCCC1 (stereo unspecified)

Only part of the results is shown. The share of hits here may be higher or lower than overall.
